High-throughput results: PubChem, several laboratories
LMP1 NFkB inh = Epstein-Barr LMP1 NF-kappaB reporter inhibition; LMP1-induced NF-kappaB luciferase reporter cells, luminescence; inhibition, % at 12.5 µM; hit rate 0.69% among 350,000; in the data active = inhibition above about 41%;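 also: 0% = neutral control wells and 100% = reference inhibitor control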
LRH-1 inv ag = NR5A2 inverse agonism in reporter assay. O00482. AID 602396. HEK293T StAR-luciferase reporter, LRH-1 transfected, 24 h. inhibition, % at 3.6 µM. hit rate 0.13% among 360,000;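 active = inhibition above the mean inhibition of all tested compounds plus 3 SD, cut at about 73% in these data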;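 also: 0% = DMSO wells and 100% = reporter-only cells lacking LRH-1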
NOD2 RIPK2 PPI = NOD2-RIPK2 protein interaction inhibition. O43353. CHO BLA complementation NOD2-RIPK2, CCF4 ratio. inhibition, % at 4.98 µM. hit rate 0.38% among 360,000; in the data active = inhibition above about 21%;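 also: 0% = vehicle only and 100% = reference blocker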
NCOA2 inhibitor = human SRC2 (NCOA2) inhibition | Q15596 | HEK293 GAL4-SRC2 luciferase reporter, luminescence | inhibition, % at 9 µM | hit rate 0.17% among 370,000 | AID 651957;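 active = inhibition above the mean inhibition of all tested compounds plus 3 SD, set per campaign, cut at about 52% in these data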;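 also: 0% = DMSO treated cells and 100% = cells given Gossypol at 36 µM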
NR2F2 inh = NR2F2 (human) inhibition, primary screen; hit rate 0.7% among 370,000; AID 686940; P24468; HEK293T NGFI-A luciferase reporter, luminescence; inhibition, % at 8.6 µM;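 active = inhibition above a per-plate cutoff, mean inhibition of test wells between control levels plus 3 SD, cut at about 38% in these data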;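 also: cells cotransfected with COUP-TFII expression vector driving the NGFI-A reporter; 0% = median of COUP-TF2 test wells and 100% = reporter-only cells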
NCOA1 inh = inhibits human SRC1 coactivator; inhibition, % at 3.6 µM; Q15788; AID 588354; HEK293 GAL4-SRC1 luciferase reporter, luminescence; hit rate 0.12% among 360,000;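 active = inhibition above the campaign mean plus 3 SD, with each screening campaign given its own cutoff, cut at about 60% in these data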;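 also: 0% = DMSO treated cells and 100% = gossypol at 36 µM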
TWEAK-Fn14 inh = blocks TWEAK-Fn14 interaction in a reporter cell assay; TWEAK-stimulated Fn14 reporter cells, luciferase luminescence, 8 h; inhibition, % at 10 µM; hit rate 2% among 360,000; AID 1159606; in the data active = inhibition above about 50%
TROY signal inh = TROY signaling inhibition. AID 1347056. inhibition, % at 10 µM. Q293 LMP1-TROYcd NF-kB luciferase reporter, 4 h. hit rate 0.98% among 360,000;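 active = compounds whose plate-normalised and pattern-corrected inhibition of the luciferase reporter signal at the single screening dose is 50% or more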
TRAIL sens C8 = sensitizes caspase-8 expressing cells to TRAIL; NB7+C8 cells + TRAIL, ATPlite viability luminescence; inhibition (viability loss, TRAIL sensitization), % at 10 µM; hit rate 1% among 360,000;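 active = compounds causing at least 50% loss of cell viability in the single-dose screen, relative to plate controls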
NCOA3 inh = inhibits human SRC3 coactivator; Q9Y6Q9; HEK293 GAL4-SRC3 luciferase reporter, luminescence; inhibition, % at 3.6 µM; hit rate 0.17% among 360,000; AID 588352;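 active = inhibition above a per-campaign cutoff, the mean of all compounds plus 3 SD, cut at about 60% in these data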;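 also: 0% = DMSO-treated cells and 100% = gossypol-treated cells at 36 µM; higher means less SRC3-driven luciferase light from the GAL4 reporter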
TLR9-MyD88 block = TLR9-MyD88 interaction inhibition. Q9NR96+Q99836. CHO BLA complementation TLR9-MyD88, CCF4 FRET ratio. inhibition, % at 4.98 µM. hit rate 0.21% among 340,000;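 active = inhibition above the mean over all tested compounds plus 3 SD, cut at about 21% in these data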;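 also: 0% = DMSO only wells and 100% = clavulanate BLA inhibitor control wells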
Target sequence (Q99836 whole entry, looked up): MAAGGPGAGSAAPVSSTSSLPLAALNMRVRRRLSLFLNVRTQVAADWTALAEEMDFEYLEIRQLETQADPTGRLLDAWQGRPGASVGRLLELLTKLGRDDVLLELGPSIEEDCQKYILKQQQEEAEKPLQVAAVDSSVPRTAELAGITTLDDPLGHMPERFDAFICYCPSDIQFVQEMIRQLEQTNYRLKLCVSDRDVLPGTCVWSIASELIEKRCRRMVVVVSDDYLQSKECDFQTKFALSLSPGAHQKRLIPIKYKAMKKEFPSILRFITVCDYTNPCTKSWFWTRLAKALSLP
Target sequence (Q9NR96 whole entry, looked up): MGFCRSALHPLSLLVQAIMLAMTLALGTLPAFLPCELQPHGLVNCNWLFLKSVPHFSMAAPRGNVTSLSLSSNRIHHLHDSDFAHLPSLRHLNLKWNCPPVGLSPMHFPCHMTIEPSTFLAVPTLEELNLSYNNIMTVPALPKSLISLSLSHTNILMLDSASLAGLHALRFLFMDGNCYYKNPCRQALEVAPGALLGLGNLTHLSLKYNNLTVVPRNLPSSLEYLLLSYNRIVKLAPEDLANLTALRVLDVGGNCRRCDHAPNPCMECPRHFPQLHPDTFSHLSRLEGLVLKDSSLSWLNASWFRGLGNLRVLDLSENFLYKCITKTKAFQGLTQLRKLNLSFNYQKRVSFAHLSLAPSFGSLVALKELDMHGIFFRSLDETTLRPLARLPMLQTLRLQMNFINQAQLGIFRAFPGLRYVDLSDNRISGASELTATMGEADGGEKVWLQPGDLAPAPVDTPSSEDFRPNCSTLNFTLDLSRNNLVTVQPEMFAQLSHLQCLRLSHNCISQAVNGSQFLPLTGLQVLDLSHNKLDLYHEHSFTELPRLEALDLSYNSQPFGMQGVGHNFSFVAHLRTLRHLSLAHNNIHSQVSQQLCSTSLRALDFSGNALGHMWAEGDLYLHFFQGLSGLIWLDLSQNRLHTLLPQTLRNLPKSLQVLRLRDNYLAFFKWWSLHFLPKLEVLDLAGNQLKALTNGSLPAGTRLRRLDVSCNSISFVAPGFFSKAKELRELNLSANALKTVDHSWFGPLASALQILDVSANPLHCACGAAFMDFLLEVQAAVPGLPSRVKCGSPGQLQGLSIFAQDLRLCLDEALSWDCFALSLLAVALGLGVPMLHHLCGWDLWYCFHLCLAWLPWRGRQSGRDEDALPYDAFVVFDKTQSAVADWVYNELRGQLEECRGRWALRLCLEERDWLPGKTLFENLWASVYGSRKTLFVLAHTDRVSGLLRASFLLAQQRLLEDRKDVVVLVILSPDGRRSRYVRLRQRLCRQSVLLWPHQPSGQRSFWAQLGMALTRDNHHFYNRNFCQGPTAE
* marks the source's active call; other numbers are inactive results; nt = not tested or not shown.

Abbreviations: A = LMP1 NFkB inh; B = LRH-1 inv ag; C = NOD2 RIPK2 PPI; D = NCOA2 inhibitor; E = NR2F2 inh; F = NCOA1 inh; G = TWEAK-Fn14 inh; H = TROY signal inh; I = TRAIL sens C8; J = NCOA3 inh; K = TLR9-MyD88 block
CCN(CC(=O)Nc1ccc(S(=O)(=O)N2CCCC2)cc1)Cc1ccccc1
  A = -13	B = -8	C = 3	D = 11	E = 5	F = -1	G = -1	H = 2	I = -4	J = -12	K = -1
O=C(NCCCN1CCCC1=O)Nc1cc(Cl)ccc1Cl
  A = 4	B = 0	C = 1	D = -17	E = 18	F = 1	G = 3	H = 6	I = -5	J = -13	K = 0
O=C(NCC1CCN(S(=O)(=O)c2ccccc2)CC1)Nc1ccc(F)cc1F
  A = 11	B = 10	C = 11	D = -13	E = -18	F = 17	G = 14	H = 5	I = -6	J = 19	K = 9
CCOC(=O)c1c(NC(=O)c2ccco2)sc2c1CCCCC2
  A = -11	B = 5	C = -9	D = 6	E = -5	F = 7	G = -2	H = -35	I = -3	J = -6	K = -1
N#CC1(NC(=O)COC(=O)CCCN=C2NS(=O)(=O)c3ccccc32)CCCCC1
  A = 6	B = 15	C = -13	D = -22	E = 4	F = -2	G = 2	H = 11	I = -8	J = -4	K = 0
COC(=O)[C@@]1(Sc2ccc(C)cc2)CC(=O)N(C(=O)CCc2ccccc2)[C@@H]1c1ccccc1
  A = nt	B = 13	C = -2	D = 3	E = -6	F = nt	G = 4	H = 1	I = 4	J = nt	K = nt
CC(C(=O)O)c1cccc(Oc2ccccc2)c1 (stereo unspecified)
  A = 13	B = 5	C = -13	D = -1	E = 9	F = -5	G = 5	H = -14	I = 6	J = 5	K = -15
NC(=Nc1ccccc1)NC(=O)c1nc(Cl)c(N)nc1N
  A = -2	B = -126	C = -13	D = -29	E = -10	F = -92	G = -3	H = -41	I = -3	J = -32	K = -2
C=CCN(c1ccccc1)S(=O)(=O)c1ccc(Cl)c(C(=O)OCC(=O)N(C)C2CCS(=O)(=O)C2)c1 (stereo unspecified)
  A = -5	B = -3	C = -15	D = -30	E = -10	F = -7	G = 5	H = -22	I = -8	J = -10	K = 4
O=S(=O)(NCC(c1cccnc1)N1CCN(c2ccccc2F)CC1)c1cccs1 (stereo unspecified)
  A = 7	B = -18	C = -2	D = -13	E = -39	F = 10	G = 7	H = 7	I = 5	J = -16	K = 1
COCC(C)NS(=O)(=O)c1ccccc1 (stereo unspecified)
  A = -6	B = 3	C = -6	D = 5	E = -7	F = 10	G = -3	H = 2	I = 1	J = 6	K = -5
COc1ccc(/C=C/C(=O)NCc2c(C)nn(C)c2C)cc1COc1ccc(Br)cc1
  A = 7	B = -22	C = -11	D = -25	E = 6	F = 21	G = -16	H = 24	I = -10	J = 8	K = 5
Cc1ccccc1NC(=O)C1C2/C=C\CCCCC21 (stereo unspecified)
  A = -4	B = 3	C = -13	D = -1	E = 3	F = -7	G = -30	H = -14	I = -1	J = 12	K = -8
COc1ccc(CCNC(=O)c2ccc(Br)cc2)cc1
  A = -2	B = 10	C = 2	D = -39	E = -1	F = 5	G = 0	H = -14	I = 17	J = -22	K = 4
CC(C)c1ccc(/C=C2\SC(=S)N(CCC(=O)NCCCn3ccnc3)C2=O)cc1
  A = 21	B = -25	C = 3	D = 29	E = 17	F = 21	G = 13	H = -28	I = 21	J = 13	K = 17
COc1ccccc1NC(=O)Cc1nn(C)c(=O)c2ccccc12
  A = 12	B = 21	C = 3	D = nt	E = nt	F = 19	G = 16	H = 14	I = 12	J = 8	K = -5
Cc1ccc(C(=O)NCCc2ccccc2)cc1N1CCCC1=O
  A = -5	B = -21	C = 13	D = nt	E = nt	F = -1	G = -1	H = -15	I = -2	J = -15	K = 6
Cc1cccc(NC(=O)C2CCCN(C(=O)Nc3ccccc3)C2)c1C (stereo unspecified)
  A = -5	B = -17	C = -4	D = -22	E = 11	F = 1	G = 10	H = 6	I = -4	J = 14	K = -12
O=C(NCc1ccc(Cl)cc1)c1n[nH]c([N+](=O)[O-])c1Cl
  A = 0	B = -5	C = -13	D = -6	E = 8	F = -7	G = -21	H = -6	I = -5	J = -12	K = -9
O=C(NNS(=O)(=O)c1ccc2ccccc2c1)c1cccnc1
  A = -3	B = -3	C = -9	D = -38	E = 2	F = 4	G = 7	H = 0	I = 13	J = 22	K = -5
O=C1CC(N2CCN(c3ccccc3Cl)CC2)C(=O)N1c1ccccc1 (stereo unspecified)
  A = -3	B = 4	C = 3	D = -1	E = -7	F = -2	G = 4	H = 2	I = -9	J = 12	K = -4
CCN1C(=O)[C@H]2[C@@H](c3ccc(OC)cc3)N[C@]3(CCCN(Cc4ccccc4)C3=O)[C@H]2C1=O
  A = -6	B = 3	C = -10	D = -22	E = 1	F = -12	G = 6	H = -4	I = -17	J = 7	K = -3
O=C(CCc1nc(-c2ccccc2Cl)no1)Nc1cccnc1
  A = -3	B = 19	C = -3	D = -9	E = -11	F = -5	G = 5	H = -8	I = -6	J = -22	K = -6
CCOC(=O)C1CCCN(C(=O)c2ccc(OC)cc2OC)CC1 (stereo unspecified)
  A = nt	B = -22	C = 0	D = -18	E = 2	F = 1	G = 8	H = -4	I = -12	J = 16	K = nt
COCCn1c(=O)c2c(nc3n2CC(C)CN3Cc2ccccc2)n(C)c1=O (stereo unspecified)
  A = -2	B = 9	C = 1	D = 7	E = 9	F = 2	G = 1	H = 2	I = -2	J = 1	K = 7
Cc1ccc(C)c(NC(=O)CN(C)C(=O)c2cc3ccccc3oc2=O)c1
  A = -12	B = -45	C = 0	D = -24	E = -17	F = -47	G = -11	H = -49	I = -5	J = -28	K = -8
Cc1ccc(N2CCN(S(=O)(=O)N3CCCCC3)CC2)cc1C
  A = -14	B = 8	C = 0	D = -16	E = 11	F = -12	G = -10	H = -8	I = -3	J = -5	K = 4
COc1cccc(-c2csc(N3CCN(C(=O)Nc4ccc(F)cc4)CC3)n2)c1
  A = 23	B = 19	C = 1	D = 0	E = 5	F = -20	G = 29	H = -36	I = 7	J = 7	K = 8
CCOc1ccc(CC2c3cc(OCC)c(OCC)cc3CCN2C(=O)c2cc(OC)c(OC)c(OC)c2)cc1OCC (stereo unspecified)
  A = 9	B = -15	C = -6	D = -4	E = -11	F = -30	G = 0	H = 13	I = 8	J = -11	K = -4
COCCN1C(=O)N[C@@H](c2cccc(C(F)(F)F)c2)[C@H](C(C)=O)[C@H]1C
  A = 24	B = -4	C = -11	D = 8	E = -4	F = -5	G = -8	H = -4	I = 8	J = -22	K = 5
Cc1ccc2nc(-c3cccc(N)c3)oc2c1
  A = 5	B = -100	C = -4	D = -34	E = -17	F = -86	G = 78*	H = 36	I = 74*	J = -53	K = -3
COc1ccc(NC(=O)CSc2nc3ccccc3nc2N2CCOCC2)c(OC)c1
  A = 0	B = 20	C = -6	D = -9	E = -40	F = 13	G = 1	H = -10	I = -6	J = -15	K = 4
COc1ccc(NC(=O)COC(=O)c2ccc3c(c2)OCO3)c(OC)c1
  A = -16	B = 13	C = -10	D = -8	E = 8	F = 12	G = -23	H = -4	I = -11	J = -15	K = -4
CC1(c2nnnn2-c2ccc3c(c2)OCCO3)CCC(=O)N1Cc1cccnc1 (stereo unspecified)
  A = nt	B = 38	C = -3	D = 26	E = -10	F = nt	G = 79*	H = 57*	I = -4	J = nt	K = nt
O=C(c1cc2ccccc2o1)N1CCN(C/C=C/c2ccccc2)CC1
  A = -1	B = 6	C = -7	D = -8	E = 38*	F = -6	G = 3	H = 15	I = 11	J = 14	K = 0
Cc1ccc(C2=NOC(C)(c3nnc(Cc4ccccc4)o3)C2)cc1 (stereo unspecified)
  A = -1	B = -14	C = -7	D = 1	E = 3	F = -3	G = 0	H = -3	I = -10	J = -6	K = -4
O=C(Cc1ccsc1)NCc1ccccc1F
  A = 0	B = -17	C = -3	D = 5	E = -10	F = -20	G = 17	H = -20	I = -12	J = -20	K = 1
CCOc1ccc(N(C(=O)/C=C/C(=O)Nc2cc(C)on2)C(C(=O)NC2CCCC2)c2ccccc2C)cc1 (stereo unspecified)
  A = 28	B = 5	C = 0	D = 5	E = 9	F = 1	G = 49	H = 25	I = -2	J = 4	K = -16
NC(=S)N/N=C/c1ccccc1
  A = 3	B = 17	C = -5	D = -20	E = 6	F = -9	G = 9	H = -4	I = -4	J = 15	K = 3
CCOC(=O)C1(CCOC)CCN(Cc2nc(C(C)C)cs2)CC1
  A = -6	B = -4	C = 4	D = -26	E = -4	F = -9	G = 4	H = -18	I = -6	J = -8	K = 3
Cc1ccc(S(=O)(=O)N(C)C)cc1NC(=O)COC(=O)c1ccc2c(c1)NC(=O)CS2
  A = -10	B = -5	C = 6	D = 12	E = 5	F = 1	G = -20	H = 0	I = 4	J = -10	K = 2
O=C(O)c1cccc2sc3cc(Cl)ccc3c(=O)c12
  A = -6	B = 1	C = -3	D = 4	E = -1	F = -4	G = 5	H = -6	I = -11	J = 12	K = 3
O=C(N/N=C/c1cccnc1)c1cc(-c2ccc(Br)cc2)nc2ccccc12
  A = -22	B = 6	C = -8	D = 2	E = -4	F = 8	G = -28	H = -8	I = 34	J = 10	K = -2
CCc1cc(=O)oc2cc(OCc3ccc(C(=O)O)o3)ccc12
  A = -1	B = -25	C = -1	D = 9	E = 23	F = -17	G = -25	H = -50	I = 2	J = -17	K = 4
CCC1C=C(c2ccccc2)C=CN=C1N(CC)CC (stereo unspecified)
  A = 9	B = 2	C = -13	D = 26	E = 9	F = 7	G = -17	H = 0	I = -6	J = 5	K = 2
Cc1cccc(C)c1NC(=O)NNC(=O)c1cc(C(C)(C)C)nn1Cc1ccccc1
  A = -8	B = -7	C = -10	D = 5	E = -1	F = -13	G = -18	H = -24	I = -8	J = 8	K = 6
Cc1ccc(N2CC(NS(=O)(=O)c3cccnc3)CC2=O)cc1 (stereo unspecified)
  A = 3	B = 22	C = -4	D = -24	E = 8	F = 12	G = 4	H = -5	I = -8	J = -1	K = 3
CC(C)Cn1cnc2c(Sc3c([N+](=O)[O-])ncn3C)nc(N)nc21
  A = 2	B = -7	C = -2	D = 26	E = 2	F = -22	G = 4	H = 8	I = -13	J = 10	K = -5
CC(=O)Nc1ccc(C(=O)COC(=O)Cc2ccsc2)c(F)c1
  A = -10	B = -15	C = 5	D = -44	E = -16	F = 2	G = -16	H = -19	I = 7	J = -1	K = -2
COc1cccc(C(=O)Nc2ccc(C(=O)NCC3CCCO3)cc2)c1 (stereo unspecified)
  A = 1	B = -7	C = -5	D = -20	E = -5	F = -20	G = 11	H = -19	I = 4	J = -4	K = -2
Cc1ccc([N+](=O)[O-])cc1S(=O)(=O)NCCc1c(C)[nH]c2ccccc12
  A = -10	B = 5	C = 2	D = -2	E = 6	F = 15	G = 15	H = 2	I = 5	J = 17	K = -10

Part of the list above, with tabs:
SMILES	LMP1 NFkB inh	LRH-1 inv ag	NOD2 RIPK2 PPI	NCOA2 inhibitor	NR2F2 inh	NCOA1 inh	TWEAK-Fn14 inh	TROY signal inh	TRAIL sens C8	NCOA3 inh	TLR9-MyD88 block
COc1cccc(C(=O)Nc2ccc(C(=O)NCC3CCCO3)cc2)c1 (stereo unspecified)	1	-7	-5	-20	-5	-20	11	-19	4	-4	-2
Cc1cccc(C)c1NC(=O)NNC(=O)c1cc(C(C)(C)C)nn1Cc1ccccc1	-8	-7	-10	5	-1	-13	-18	-24	-8	8	6
O=C(N/N=C/c1cccnc1)c1cc(-c2ccc(Br)cc2)nc2ccccc12	-22	6	-8	2	-4	8	-28	-8	34	10	-2

The list is partial; count on the stated rates, not on these rows.
